# Source: PubChem BioAssay (several laboratories)
# SV40 large T antigen: SV40 large T antigen inhibitors, biochemical (AID 1903) | SV40 large T antigen ATPase/helicase inhibition assay; higher % means a stronger effect | one-dose inhibition, % at 20 µM; IC50 in µM for titrated hits | 0.39% of 310,000 active; in the data active = a potency from the dose series; also: strong numbers were not always called active
# Salmonella PhoP GFP: PhoP-dependent GFP reporter repression – Salmonella Typhimurium, primary screen (AID 1863); 0.16% of 300,000 active; one-dose inhibition, % at 50 µM; IC50 in µM for titrated hits; S. Typhimurium PhoP-regulated promoter GFP reporter, 4 h; higher % means a stronger effect;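 active = inhibition over 29.93%, a cutoff 3 SD above the screen mean, later confirmed by dose response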;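 also: 0% = low Mg2+ inducing control and 100% = high Mg2+ repressing control; strong numbers were not always called active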
# Ins promoter up: MIN6 insulin promoter up-regulation. AID 1625. 0.3% of 190,000 active. MIN6 insulin promoter-GFP reporter, high-content imaging; active compounds read high. z-score at 5 µM;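 active = z-score above 3 at 5 µM with at least 500 cells counted in the well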
# West Nile virus CPE: West Nile virus antiviral activity, cell-based, CPE readout (AID 1621). West Nile virus-infected cells, CPE inhibition; higher % means a stronger effect. CPE inhibition, % at 10 µM; hits with a dose series show IC50 in µM. 0.02% of 290,000 active; in the data active = a potency from the dose series; also: strong numbers were not always called active
# Ins promoter up cell count: second read-out of Ins promoter up, no call of its own (marks repeat the call); cell count; measured here: cytotoxicity, nuclei count;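 total cells summed across four imaged fields per well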
# * hit, by the source's call; . = no result given.
canonical_smiles	SV40 large T antigen	Salmonella PhoP GFP	Ins promoter up	Ins promoter up cell count	West Nile virus CPE
CCCCC1=CC2=C(c3ccco3)C(=O)C(C)(OC(=O)c3ccc(OC)cc3)C(=O)C2=CN1Cc1ccc(OC)cc1 (centres undefined)	.	-18%	-0.32	839	0.0%
Cc1ccc(SC[C@H](CC(C)C)N2CCN(CCc3ccccc3)CCC2=O)cc1	.	1%	1.1	624	-0.7%
COC(C[C@H](O)[C@@H](C)[C@H](O)COCc1ccccc1)OC	.	-4%	0.29	1105	0.1%
COC(C[C@@H](O)[C@@H](C)[C@@H](O)COCc1ccccc1)OC	.	-3%	-0.28	1004	-0.4%
O=C(/C=C\Nc1ccc(S(=O)(=O)Nc2ncccn2)cc1)c1ccccc1	.	8%	-0.33	1103	0.3%
S=C1NC2(CCS1)Oc1ccccc1C1CC(c3ccccc3)=NN12 (centres undefined)	.	-1%	-0.62	1017	-0.1%
CC(=O)Nc1cccc(NC(=O)CSc2nnnn2-c2ccc3c(c2)OCO3)c1	.	-4%	-0.01	1012	0.5%
COc1cc2oc(-c3ccc(O)cc3)cc(=O)c2c(OC)c1O	.	-6%	0.57	893	0.9%
COc1ccc([C@@H]2C[C@@H](c3ccccc3)Oc3cc(OC)c(OC)c(OC)c32)cc1	.	-2%	0.06	1023	0.1%
COC(C[C@@H](O)[C@H](C)[C@H](O)COCc1ccccc1)OC	.	-1%	2.4	642	-0.1%
C#CCOCCOCCOCCNc1nc(N2CCN(C(=O)[C@H](CCC(=O)O)n3cc(C(N)CO)nn3)CC2)nc(N2CCN(C(=O)[C@H](CCC(=O)O)n3cc(C(N)CO)nn3)CC2)n1 (some centres undefined)	.	3%	1.4	718	-0.1%
O=C(NCCc1ccc(F)cc1)c1cc(-c2ccncc2)nc2ccccc12	.	-8%	-0.25	1567	-0.2%
COC(C[C@H](O)CC(=O)COCc1ccccc1)OC	.	-2%	-0.02	1016	-0.1%
CC1(/[N+]([O-])=C\c2ccccc2F)CCCCC1=O (centres undefined)	8%	.	-0.07	1020	-0.1%
O=C(CNc1cccc2ccccc12)N/N=C/c1ccccn1	17%	.	0.34	1144	0.1%
CN1CCN(CC#CCC(O)(c2ccccc2)c2ccccc2)CC1	2%	.	0.44	1090	-0.1%
CCCCOc1ccc(CSCCN)cc1Cl	5%	.	-2.5	724	0.0%
C/C(CC(=O)Nc1ccc(Cl)cc1C(F)(F)F)=N\NC(N)=S	7%	.	0.39	1085	-0.1%
CC(=O)N(C(C)=O)c1nc(-c2ccccc2)cn1/N=C/c1cccc([N+](=O)[O-])c1	7%	.	-0.69	1119	-0.1%
COc1ccc(-c2c(NC(=O)c3ccco3)oc3ccccc3c2=O)cc1OC	9%	-4%	.	.	-0.7%
COc1cc(NS(=O)(=O)c2cn(C)cn2)cc(OC)c1OC	2%	11%	.	.	0.3%
O=C(c1ccc(Cl)cc1)N1CCc2c([nH]c3ccccc23)C1C(F)(F)F (centres undefined)	4%	5%	.	.	-1.4%
Cc1ccc(NC(=S)NNC(=S)Nc2cccc(C(F)(F)F)c2)cc1	6%	-4%	.	.	-0.2%
Cc1cc(-c2nc(C)c(C(=O)NNS(=O)(=O)c3cccc(C(F)(F)F)c3)s2)no1	4%	-5%	.	.	0.2%
O=C1OC(N2C(=O)CC[C@H]2C(=O)NCC2CCCO2)c2ccccc21 (some centres undefined)	5%	14%	.	.	0.1%
CC(C)=CCOc1ccc2c(C)c(CC(=O)N3C[C@H]4C[C@@H](C3)c3cccc(=O)n3C4)c(=O)oc2c1C	10%	1%	.	.	0.0%
CC(=O)N1c2ccc(S(=O)(=O)N3CCC(C(=O)Nc4cccc(C)c4C)CC3)cc2CC1C (centres undefined)	10%	-1%	.	.	-0.5%
COc1ccc(CCNC(=O)CCS(=O)(=O)c2ccc3c(c2)NC(=O)CS3)cc1OC	7%	1%	.	.	0.1%
Cc1c(OC(C)C(=O)N2C[C@H]3C[C@@H](C2)c2cccc(=O)n2C3)ccc2c3c(c(=O)oc12)CCCC3 (some centres undefined)	5%	10%	.	.	0.7%
Cc1ccc(C(C)C)c(O)c1	6%	14%	.	.	-0.5%
COc1ccccc1CNC(=O)[C@H](C)NC(=O)C1CCN(C(=O)[C@@H]2CCCN2C(=O)OC(C)(C)C)CC1	6%	-1%	.	.	-0.3%
CC[C@H](C)/C=C/C1=CC2=C(Cl)C(=O)[C@@]3(C)OC(=O)C(C(=O)[C@H](C)[C@@H](C)O)=C3C2=CO1	44µM*	0%	.	.	-0.5%
Cc1ccc(/C=N/N2CCN(Cc3ccc(C)cc3)CC2)cc1	9%	-1%	.	.	-0.1%
Cc1cc(=O)oc2c(C)c(OC(C)C(=O)NC(Cc3c[nH]c4ccc(O)cc34)C(=O)O)ccc12 (centres undefined)	25%	12%	.	.	0.3%
CCOC(=O)c1csc(COc2ccccc2Cl)n1	6%	1%	.	.	0.3%
COc1ccc2[nH]c3c(c2c1)CCN1C(=O)N([C@@H](C)C(=O)NCc2ccccc2OC)C(=O)[C@]31C	23%	0%	.	.	-0.8%
CC(=O)N1CCOc2ccc(S(=O)(=O)NCC3CCC(C(=O)Nc4ncccc4C)CC3)cc21 (centres undefined)	14%	0%	.	.	0.0%
CC(=O)N1c2ccc(S(=O)(=O)NCC3CCC(C(=O)Nc4ncccc4C)CC3)cc2CC1C (centres undefined)	2%	6%	.	.	-0.1%
CCCCc1cc(=O)oc2cc(OC(C)C(=O)NCC3CCC(C(=O)O)CC3)c(Cl)cc12 (centres undefined)	2%	-2%	.	.	0.1%
CC(C)c1ccc(/C=N/NC(=O)c2cc(-c3cccc([N+](=O)[O-])c3)n[nH]2)cc1	7%	11%	.	.	0.1%
NC(=S)NNc1ccc(Cl)c(Cl)c1	54%	-1%	.	.	0.1%
Cc1nn(C(C)C(=O)N2CCCC2)c(=O)c2nn(-c3ccccc3)c(C)c12 (centres undefined)	2%	5%	.	.	0.3%
Cc1ccc(NC(=O)CNC(=O)Cn2cnc3sc(C)c(C)c3c2=O)cc1F	6%	6%	.	.	0.2%
COc1ccc(CN(CCC(c2ccco2)C(C)C)C(C)=O)cc1OC (centres undefined)	9%	-9%	.	.	-1.3%
Cc1cc(NC(=O)CCNS(=O)(=O)c2ccc3[nH]c(=O)oc3c2)ccc1Br	1%	4%	.	.	-0.2%
CC(C)=CCc1c([C@@H]2CCc3ccc(O)cc3O2)cc2c(c1O)OC(C)(C)C=C2	8%	-1%	.	.	0.3%
O=c1oc2cc([N+](=O)[O-])ccc2nc1/C=C(O)/C=C/c1ccccc1	14%	1%	.	.	0.7%
CCC(C(=O)NC1CC1)n1nc(C)c2c(C)n(-c3ccccc3)nc2c1=O (centres undefined)	15%	13%	.	.	0.1%
CC(C)N(Cc1ccccc1)C(=S)Nc1ccccc1F	10%	-7%	.	.	0.0%

# Structures above with a halogen (14):
canonical_smiles	SV40 large T antigen	Salmonella PhoP GFP	Ins promoter up	Ins promoter up cell count	West Nile virus CPE
O=C(NCCc1ccc(F)cc1)c1cc(-c2ccncc2)nc2ccccc12	.	-8%	-0.25	1567	-0.2%
CC1(/[N+]([O-])=C\c2ccccc2F)CCCCC1=O (centres undefined)	8%	.	-0.07	1020	-0.1%
CCCCOc1ccc(CSCCN)cc1Cl	5%	.	-2.5	724	0.0%
C/C(CC(=O)Nc1ccc(Cl)cc1C(F)(F)F)=N\NC(N)=S	7%	.	0.39	1085	-0.1%
O=C(c1ccc(Cl)cc1)N1CCc2c([nH]c3ccccc23)C1C(F)(F)F (centres undefined)	4%	5%	.	.	-1.4%
Cc1ccc(NC(=S)NNC(=S)Nc2cccc(C(F)(F)F)c2)cc1	6%	-4%	.	.	-0.2%
Cc1cc(-c2nc(C)c(C(=O)NNS(=O)(=O)c3cccc(C(F)(F)F)c3)s2)no1	4%	-5%	.	.	0.2%
CC[C@H](C)/C=C/C1=CC2=C(Cl)C(=O)[C@@]3(C)OC(=O)C(C(=O)[C@H](C)[C@@H](C)O)=C3C2=CO1	44µM*	0%	.	.	-0.5%
CCOC(=O)c1csc(COc2ccccc2Cl)n1	6%	1%	.	.	0.3%
CCCCc1cc(=O)oc2cc(OC(C)C(=O)NCC3CCC(C(=O)O)CC3)c(Cl)cc12 (centres undefined)	2%	-2%	.	.	0.1%
NC(=S)NNc1ccc(Cl)c(Cl)c1	54%	-1%	.	.	0.1%
Cc1ccc(NC(=O)CNC(=O)Cn2cnc3sc(C)c(C)c3c2=O)cc1F	6%	6%	.	.	0.2%
Cc1cc(NC(=O)CCNS(=O)(=O)c2ccc3[nH]c(=O)oc3c2)ccc1Br	1%	4%	.	.	-0.2%
CC(C)N(Cc1ccccc1)C(=S)Nc1ccccc1F	10%	-7%	.	.	0.0%

# Two entries drawn at random from the list so far, as already listed:
canonical_smiles	SV40 large T antigen	Salmonella PhoP GFP	Ins promoter up	Ins promoter up cell count	West Nile virus CPE
COC(C[C@@H](O)[C@H](C)[C@H](O)COCc1ccccc1)OC	.	-1%	2.4	642	-0.1%
Cc1c(OC(C)C(=O)N2C[C@H]3C[C@@H](C2)c2cccc(=O)n2C3)ccc2c3c(c(=O)oc12)CCCC3 (some centres undefined)	5%	10%	.	.	0.7%

# These rows are one share of the data. The share of hits here may be higher or lower than overall.
